FXIIa inh mix: blocks human factor XIIa in pooled compound mixtures. hit rate 0.2% among 62,000. purified FXIIa, fluorogenic substrate. AID 684. inhibition, % at 5 µM. P00748; in the data active means inhibition above about 20%, passing the limit was not always enough;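 further: 0% = enzyme without compound and 100% = no enzyme blank; some results filed as inactive read as strong as hits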
Cdc25B inh: inhibitors of human Cdc25B phosphatase; P30305; recombinant Cdc25B, OMFP fluorescence Ex485/Em525; inhibition, %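 (compounds tested at 10 µM final in the well)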; hit rate 0.1% among 65,000; AID 368; in the data active means inhibition above about 50%
Hsp90 block: displaces geldanamycin probe from tumor Hsp90 | P07900 | NCI-N417 lysate Hsp90, Cy3B-geldanamycin FP displacement | inhibition, % at 30 µM | hit rate 0.35% among 64,000;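 active means inhibition above 50%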;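 further: 0% = tracer plus lysate wells and 100% = tracer alone without lysate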
Her2 expr inh: inhibitors of human Her2 kinase expression | SKBR-3 HER2 protein level, AlphaScreen, 18-24 h; hits give low values | HER2 level % of control, % at 10 µM | hit rate 0.69% among 65,000 | AID 645;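 active means HER2 level under 5% of the carrier-only control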;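 further: 100% = DMSO carrier and 0% = 500 nM PU-H71 HSP90 inhibitor; lower value means stronger loss of Her2 protein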
SF1 activator: activators of human nuclear receptor SF-1; CHO-K1 Gal4-SF-1 LBD luciferase reporter; % increase over DMSO SF-1-specific signal; hit rate 1.9% among 65,000; activation, % at 10 µM; Q13285;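 active means activation above the mean activation of all tested compounds plus 3 SD, cut at about 50% in these data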
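Test system: CHO-K1 cells co-transfected with Gal4 DBD–human SF-1 LBD, 5xGal4 luciferase reporter. Quantity: 4,000 cells per well. Compound: 10 µM only. Incubation: compound added 1 h post-seeding, 20 h exposure at 37 °C, 5% CO2. Detection: SteadyLite luciferase luminescence. Replication: one test per compound.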
D1 allo mod: D1 dopamine receptor (human) allosteric modulation. HEK293 D1, CRE-luciferase, dopamine EC30 potentiation; actives deviate in either direction. AID 641. P21728. B-score at 10 µM. hit rate 5.9% among 58,000;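 active means luminescence count or its row- and column-corrected plate score outside the 99.7% band of the plate's sample wells, on either side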
Target sequence (P21728 whole entry, looked up): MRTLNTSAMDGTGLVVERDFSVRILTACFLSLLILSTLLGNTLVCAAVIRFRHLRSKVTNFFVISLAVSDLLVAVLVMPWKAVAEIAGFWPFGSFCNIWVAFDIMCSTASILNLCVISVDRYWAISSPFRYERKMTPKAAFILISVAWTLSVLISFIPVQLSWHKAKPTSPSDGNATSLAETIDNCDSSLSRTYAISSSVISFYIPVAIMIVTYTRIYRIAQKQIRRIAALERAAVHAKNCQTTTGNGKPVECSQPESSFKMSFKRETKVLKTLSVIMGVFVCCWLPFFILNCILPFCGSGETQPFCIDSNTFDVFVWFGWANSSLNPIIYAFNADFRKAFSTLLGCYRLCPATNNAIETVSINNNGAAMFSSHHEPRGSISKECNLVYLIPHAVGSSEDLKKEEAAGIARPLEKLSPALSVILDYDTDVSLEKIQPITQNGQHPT
DUSP1 inh: blocks human MKP-1 phosphatase activity | P28562 | recombinant MKP-1, OMFP hydrolysis fluorescence | inhibition, %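 (compounds tested at a single concentration somewhere between 10 and 100 µM)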 | hit rate 0.15% among 65,000;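 active means inhibition above about 50%, limit read from the data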;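 further: 0% = DMSO max control wells and 100% = wells with enzyme stopped by NaOH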
RORA act: RORA (human) activation; activation, % at 10 µM; hit rate 1.5% among 65,000; CHO-K1 Gal4-RORA LBD luciferase reporter, luminescence; percent increase over mock-subtracted basal signal;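 active means activation above the mean of all tested compounds plus 3 SD, cut at about 49% in these data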;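 further: 0% = DMSO-treated RORA cells and 100% = added signal equal to DMSO minus mock-transfected cells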
Target sequence (P35398 whole entry, looked up, the tested form may be a part): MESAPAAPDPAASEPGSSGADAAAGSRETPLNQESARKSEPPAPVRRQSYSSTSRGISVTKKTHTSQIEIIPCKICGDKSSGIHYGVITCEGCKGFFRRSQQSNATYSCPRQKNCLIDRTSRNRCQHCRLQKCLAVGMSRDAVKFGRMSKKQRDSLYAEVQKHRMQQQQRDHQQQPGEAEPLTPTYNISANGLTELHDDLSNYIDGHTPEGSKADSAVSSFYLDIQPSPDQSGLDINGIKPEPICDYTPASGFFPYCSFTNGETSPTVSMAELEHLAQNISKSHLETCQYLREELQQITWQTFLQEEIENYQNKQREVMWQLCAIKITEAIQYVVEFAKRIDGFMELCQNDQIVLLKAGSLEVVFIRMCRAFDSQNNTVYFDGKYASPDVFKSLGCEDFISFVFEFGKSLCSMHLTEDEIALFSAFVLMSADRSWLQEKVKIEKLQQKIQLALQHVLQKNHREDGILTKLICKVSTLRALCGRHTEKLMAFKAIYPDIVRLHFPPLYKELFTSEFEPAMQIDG
TNAP act mid DEA: activates human TNAP at intermediate phosphate acceptor concentration | P05186 | purified TNAP, CDP-star luminescence, 100 mM DEA, 30 min; hits give high values; scale: 0 levamisole-inhibited, 1 vehicle-only enzyme | activation factor at 20 µM | 64,000 tested, under 10 active | AID 813;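 active means activation factor of at least 2 at 20 µM, relative to controls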
Starred values were filed as active, the others as inactive; · = not tested or not shown.

The opening 3 entries (preview)
SMILES	FXIIa inh mix	Cdc25B inh	Hsp90 block	Her2 expr inh	SF1 activator	D1 allo mod	DUSP1 inh	RORA act	TNAP act mid DEA
CCCN(c1ccc(OCC)cc1)S(=O)(=O)c1ccc2c(c1)CCN2C(=O)CCC(=O)O	6	5	-4	95	-5	1.9	39	-6	0.9
CCOC(=O)c1[nH]c2ccccc2c1NC(=O)C1CCCCC1	·	·	·	192	1	2.3	·	-8	·
CNC(=O)C1C2C=CC3(O2)C1C(=O)N(CCOC)C3C(=O)NCc1ccc(OC)cc1 (configuration not stated)	8	-8	·	71	10	·	10	-9	1

The whole of this part, from the start:
SMILES	FXIIa inh mix	Cdc25B inh	Hsp90 block	Her2 expr inh	SF1 activator	D1 allo mod	DUSP1 inh	RORA act	TNAP act mid DEA
CCCN(c1ccc(OCC)cc1)S(=O)(=O)c1ccc2c(c1)CCN2C(=O)CCC(=O)O	6	5	-4	95	-5	1.9	39	-6	0.9
CCOC(=O)c1[nH]c2ccccc2c1NC(=O)C1CCCCC1	·	·	·	192	1	2.3	·	-8	·
CNC(=O)C1C2C=CC3(O2)C1C(=O)N(CCOC)C3C(=O)NCc1ccc(OC)cc1 (configuration not stated)	8	-8	·	71	10	·	10	-9	1
CCn1cnc2sc(C(=O)N3CCN(Cc4ccc5c(c4)OCO5)CC3)c(C)c2c1=O	2	-14	1	101	-4	·	-11	0	1
Cc1cc(Br)ccc1NC(=O)CNC(=O)CSc1n[nH]c(N)n1	7	4	-1	90	6	-0.79	1	-16	0.9
COc1ccc(NC(=O)N2CCC(NC(=O)c3ccco3)CC2)cc1	2	-4	1	111	6	-0.1	-14	0	0.8
CCC(=O)N1CCc2cc(Br)cc(S(=O)(=O)C3(C(=O)OC)CC3)c21	2	1	-2	94	3	0.42	6	-24	0.9
COC(=O)c1ccccc1NC(=O)CSc1nnc(Cc2ccc(Cl)cc2)o1	7	-6	-12	81	-3	2	7	-23	0.9
Cc1ccc(-n2cc3c(=O)n(C)c(=O)n(C)c3c2)cc1C	2	-6	-4	95	14	1.9	-27	-8	1
COC(=O)c1ccc(-n2nnnc2SCC(=O)N2CCCCC2)cc1	7	-1	0	129	18	2.7	1	8	1
CC1CN(CC(O)COc2ccc(C(C)C)cc2)CC(C)O1 (configuration not stated)	-16	-20	0	52	0	-0.23	-2	11	0.9
Cc1nc(N2CCN(C(c3ccccc3)c3ccccc3)CC2)[nH]c(=O)c1C	2	5	2	59	-19	-0.053	-2	-12	0.9
CC(Oc1ccc(Cl)cc1Cl)C(=O)NCCCN(C)C (configuration not stated)	7	-10	-1	112	-16	·	-1	5	0.9
O=c1[nH]c(CN2CCc3ccccc3C2)nc2ccccc12	4	-9	-7	89	19	0.65	8	-13	1
CCOC(=O)c1c(C)n(C)c2cc(Br)c(C(=O)OC)cc12	-2	-10	-2	97	-14	2.1	7	-1	0.9
COc1ccc(F)cc1S(=O)(=O)NC(Cc1ccccc1)C(N)=O (configuration not stated)	6	-7	1	102	-7	-0.22	11	-7	0.9
O=C(Nc1cccc(-c2nnc(-c3ccccc3)o2)c1)C1CCCCC1	14	-4	-2	102	53*	0.45	0	49*	0.9
Cc1onc(-c2c(F)cccc2Cl)c1C(=O)OCN1C(=O)c2ccccc2C1=O	-12	-3	-2	91	-14	-0.34	9	-19	0.9
CCc1nnc(NC(=O)Nc2ccc(OC)cc2)s1	-7	1	-1	98	19	-0.59	2	40	0.9
NC(=O)c1cccc2c1C(=O)N(C1CCCCC1)C2	6	-5	-6	96	0	3.6	-2	-3	0.9
O=c1cc(O)nc2n1CCCS2	·	-29	-2	90	6	-0.25	-25	-4	1
Cc1cccc(-c2c3c(=O)n(C)c(=O)n(C)c3cn2C(C)(C)C)c1	9	2	2	87	-5	1.6	-24	-2	0.9
COc1cc(C(=O)Nc2ccccc2N2CCN(S(C)(=O)=O)CC2)cc(OC)c1OC	2	-6	9	123	18	-0.39	23	-1	0.8
O=C(NC1c2ccccc2-c2ccccc21)N1CCOCC1	·	-8	0	137	7	0.098	4	-4	0.9
CC(=O)Nc1ccc(C(=O)Nc2ccc3c(c2)OCO3)cc1	-18	-3	3	86	31	·	25	29	0.9
Cc1oc2c(c1C(=O)NC(Cc1c[nH]c3ccccc13)C(=O)O)CCCC2 (configuration not stated)	4	-14	-2	40	-8	0.12	16	-18	0.9
COc1ccccc1-n1nc(C(=O)O)c2ccccc2c1=O	-1	-16	-1	93	-8	-0.21	-12	-7	1
CCOC(=O)CNc1c(N2CCN(c3ccccn3)CC2)c(=O)c1=O	17	7	-1	94	13	0.51	4	-2	0.9
Cc1c(N=Cc2nc3ccccc3[nH]2)c(=O)n(-c2ccccc2)n1C	-23	-8	·	195	-6	-0.3	3	-9	1
CCOc1ccc(N2CC(=O)N/C2=N\c2nc(C)cc(C)n2)cc1	-23	-17	-2	78	-5	-0.44	18	12	1

One compound at a time, from the list above. Order of screens: FXIIa inh mix, Cdc25B inh, Hsp90 block, Her2 expr inh, SF1 activator, D1 allo mod, DUSP1 inh, RORA act, TNAP act mid DEA
CCOC(=O)CNc1c(N2CCN(c3ccccn3)CC2)c(=O)c1=O is entered as 17, 7, -1, 94, 13, 0.51, 4, -2, 0.9
Cc1cccc(-c2c3c(=O)n(C)c(=O)n(C)c3cn2C(C)(C)C)c1 is entered as 9, 2, 2, 87, -5, 1.6, -24, -2, 0.9
CC(=O)Nc1ccc(C(=O)Nc2ccc3c(c2)OCO3)cc1 is entered as -18, -3, 3, 86, 31, ·, 25, 29, 0.9
CCOc1ccc(N2CC(=O)N/C2=N\c2nc(C)cc(C)n2)cc1 is entered as -23, -17, -2, 78, -5, -0.44, 18, 12, 1

Following part
SMILES	FXIIa inh mix	Cdc25B inh	Hsp90 block	Her2 expr inh	SF1 activator	D1 allo mod	DUSP1 inh	RORA act	TNAP act mid DEA
CC(C)Cn1c2c(c(O)c(C(=O)Nc3ncccc3O)c1=O)CCCC2	1	-2	-6	94	1	1.4	-14	-10	1
O=C(Nc1ccc2c(c1)OCO2)c1ccc(COc2ccc3c(c2)CCC3)o1	-16	5	7	110	61*	0.36	9	-13	0.9
O=C(c1cc(-c2ccco2)on1)N1CCOCC1	0	4	-2	94	11	0.4	13	9	0.9
COc1ccc2nc(N3CCC(C)CC3)c(C#N)cc2c1	4	-13	-8	99	19	0.9	-5	36	0.9
Oc1ccc(-c2[nH]ncc2-c2cccc3cccnc23)c(O)c1	19	2	24	96	-5	0.15	3	4	0.9
CCn1c(SCC(N)=O)nc2ccccc2c1=O	6	-4	-1	86	-1	·	-2	12	0.9
CCOCCCNC(=O)Cn1cc2c(n1)CCCCC2	10	-1	-6	91	3	0.87	0	0	0.9
COC(=O)c1sccc1NC(=O)c1ccc(OC)cc1	0	-3	-5	67	0	2.9	16	-4	0.9
CCOc1cc(C(=O)NC(C)c2ccncc2)cc(OCC)c1OCC (configuration not stated)	-5	-15	-10	124	0	-0.96	23	-28	1
COc1ccc(S(=O)(=O)NCCSCc2ccco2)cc1Cl	-7	1	-16	52	11	·	-4	21	0.9
O=C(COc1ccccc1)N1CCN(C(=O)c2cccs2)CC1	-10	2	-3	92	7	-0.45	24	10	0.9
CCN1CCN(CC(=O)Nc2cccc(C)c2)C(=O)C1=O	4	-10	-3	99	-8	-0.21	1	20	1
CCOCCCNC(=O)CCS(=O)(=O)Cc1ccc(C)cc1	2	-6	-2	92	-18	-0.39	-6	-14	1
COc1ccc2nc3oc(C(=O)NC4CCN(Cc5ccccc5)CC4)cc3cc2c1	8	11	-1	84	19	-0.39	0	8	0.9
CCCC(=O)c1ccc(N2CCN(S(=O)(=O)c3ccc(C)cc3)CC2)c(F)c1	1	-12	-1	97	9	-1.2	3	-2	0.9
COc1ccc(OCCCN2CCCC(C)C2)cc1 (configuration not stated)	6	-15	0	97	-2	-1.8	1	-2	0.9
COc1cc(CN2CCN(c3cccc(C)c3C)CC2)cc(OC)c1O	0	2	5	122	-18	-2.8	-1	-9	1
COc1cccc(CN2CCN(C(=O)CC(C)C)CC2)c1	2	1	-1	76	-16	-0.32	-7	-28	0.9
CCOc1cc(C2C(C(=O)N3CCCCC3)=C(C)NC3=C2C(=O)CC(C)(C)C3)ccc1O (configuration not stated)	-3	-1	3	98	3	0.6	5	-6	0.9
O=C(O)c1ccc(Br)c(S(=O)(=O)N2CCCC2)c1	5	-9	-3	101	-14	0.51	8	-7	1
CC1(C)Cc2ccccc2C(N)=C1C#N	12	-14	-2	106	·	-0.23	5	·	0.9
CCOC(=O)N1CCN(Cc2ccccc2Cl)CC1	3	-3	0	111	-8	0.11	17	4	0.9
COc1ccc2[nH]c(C(=O)O)c(CCNC(C)=O)c2c1	4	-8	-2	101	2	0.2	10	-3	0.9
COc1cc2c3c(c1)C1(C(=O)N3C(C)(C)C=C2C)C(C#N)=C(N)Oc2cc(O)ccc21 (configuration not stated)	12	-6	-1	130	3	0.37	5	-4	0.9
CCc1ccccc1-n1c(SCC(=O)N2CCCC2)nnc1-c1ccccn1	-8	5	0	95	0	1.1	10	-15	0.9
N#Cc1nc(-c2ccccc2F)oc1N1CCCC1	-1	-9	-2	143	10	6.4*	-7	-13	0.9
COC(=O)c1ccc(CSc2nccn2C)cc1	5	-14	2	114	13	0.12	0	4	0.9
O=C(COc1ccc2c3c(c(=O)oc2c1)CCC3)NC1CCCCC1	-1	-20	-1	106	2	-1	-11	-18	1
CCOC(=O)c1cc(=O)cc(C(=O)OCC)o1	12	-13	-6	76	-30	0.56	18	1	1
Cc1cccc(NC(=O)c2cnc3sccn3c2=O)c1	7	5	-3	79	-2	-2.1	19	24	0.8
CCc1nnc(NC(=O)CSc2nnc(Cc3ccccc3)n2-c2ccc(OC)cc2)s1	2	-10	-2	107	-18	-0.1	5	5	0.8
O=C(CCCn1c(=S)[nH]c2ccccc2c1=O)N1CCOCC1	5	-1	2	68	-10	·	37	6	1
CCN(CC)C(=O)C1CCCN(C(=O)Nc2ccc3nsnc3c2)C1 (configuration not stated)	-23	·	·	89	3	0.29	·	-1	1
Cc1cc(NC(=O)CSc2ccc(Cl)cc2)no1	18	3	-4	101	-4	-0.18	17	1	0.8
Cc1cc(Cl)ccc1OCC(=O)Nc1ccccc1N1CCOCC1	1	-2	-7	61	-13	0.0051	-9	-26	0.9
COc1cc(NC(=O)C2CCCN2C(=O)C2CCC(C)CC2)cc(OC)c1OC (configuration not stated)	9	-2	1	94	11	0.15	5	10	1.1
O=c1[nH]c2ccccc2c(=O)n1Cc1ccco1	-1	-16	1	111	-23	1.7	22	3	0.9
COc1ccc(S(=O)(=O)Nc2ccccc2C(=O)NCc2ccco2)cc1Br	2	8	-21	135	8	-1	1	-12	0.9
COc1ccc(Cn2c(CCC(=O)N3CCN(c4ccccn4)CC3)nc3ncccc3c2=O)cc1	-26	0	-3	96	2	-0.027	-1	3	0.9
CC(C)CNc1cc(=O)n(C)c(=O)n1C	-20	-3	-2	80	4	0.29	-8	-11	0.9
COc1cc(C(=O)Nc2cccc(-c3nc4ccccc4o3)c2C)cc(OC)c1OC	-19	0	-2	54	-10	1.5	4	-8	0.8
CCCCNC(=O)OCC(CC)NC(=O)OC(C)C (configuration not stated)	2	-11	-2	89	-4	-0.094	-30	-16	1
O=C(NCc1ccccc1)NC1(C(=O)N2CCOCC2)CCCCC1	5	-2	-2	97	-14	0.014	-13	-21	0.9
Cc1noc(C)c1S(=O)(=O)Nc1ccc(C(=O)NC2CCCCCC2)cc1	-13	-7	0	86	3	1.7	12	8	1
CCSc1nnc(NC(=O)C(C)(C(F)(F)F)C(F)(F)F)s1	·	-24	-1	51	-4	·	-13	-19	0.8
CC1(C)C(=O)OC(c2c(F)c(F)c(F)c(F)c2F)C2(CCCCC2)C1=O (configuration not stated)	7	-15	-4	66	5	-0.51	15	-10	0.8

Screening results from PubChem BioAssay.
